Screening data (PubChem)
UbGFP stabilizer – inhibits proteasome, raising ubiquitin-GFP reporter fluorescence | Ubiquitin-GFP reporter cells, proteasome inhibition, GFP fluorescence; response scale: untreated = 0%, 10 µM MG-132 = 100% | 67,000 tested, under 10 active | Potency, µM (highest dose often 45.9 µM), inactives show at the highest dose activation (GFP accumulation), most hits filed as activators; active means well fitted activation curve with a large enough effect, not every such curve was filed as active; inconclusive means small, poorly fitted or top-dose-only effect, or another doubt; inactive means no such curve, though single readings can be large or run the other way; further: potency means the concentration at half of the fitted maximal effect
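U2OS cells stably expressing ubiquitin(G76V)-GFP, seeded overnight in 0.5% FBS medium, were exposed to compounds (qHTS, 46 uM to 2.9 nM) for 4 hr at 37 °C. GFP-positive cells were counted by laser cytometry (488 ex/515 em), normalized between basal and 10 uM MG-132.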
CRE Fsk mod – alters forskolin-stimulated CRE reporter signaling in CHO cells | CHO CRE-bla reporter (cAMP response element driving beta-lactamase), forskolin EC10, beta-lactamase ratio | hit rate 2.5% among 71,000 | Potency, µM (highest dose often 38.2 µM), for inactives: at the highest dose activity change, negative = inhibition, usual class: activators; active means well fitted activation curve with a large enough effect in the signal ratio, with a control signal flat, not every such curve was filed as active; inconclusive means small, poorly fitted or top-dose-only effect, or effect the other way, or a change in a side signal; the % refers to the signal ratio; further: potency means the concentration at half of the fitted maximal effect; % of control where 0% means no effect
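CRE-bla CHO reporter cells treated with compound titration plus EC10 NKH 477 (water-soluble forskolin), incubated 3 h at 37 °C; CCF4 loading 2 h at room temperature, 460/530 nm emission ratio read, AC50 values derived for positive or negative modulators.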
DNA Pol III inh – inhibitors of bacterial DNA polymerase III holoenzyme | reconstituted DNA polymerase III holoenzyme replication, biochemical | Potency, µM (doses to about 57.1 µM), for the others: at the highest dose activity change, negative = inhibition | hit rate 0.25% among 71,000 | AID 603; further: potency means the concentration at half of the fitted maximal effect; on the % scale 0 is the no-effect control and ±100 the full control effect
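Reconstituted *E. coli* holoenzyme (0.35 nM Pol III, 1 nM beta, 154 nM SSB, 2 nM primase) was preincubated with compound for 15 min at RT. Synthesis on 1.4 nM ssM13Gori ran 35 min, then was stopped with PicoGreen/EDTA and read as dsDNA fluorescence.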
Luciferase inh – firefly luciferase inhibition; P08659; purified firefly luciferase, luminescence, 8 min; Potency, µM (titrated, usually from 57.1 µM), for inactives: at the top dose activity change, negative = inhibition, hits mostly inhibitors; hit rate 2.2% among 72,000; further: potency means the concentration at half of the fitted maximal effect; on the % scale 0 is the no-effect control and ±100 the full control effect; nearly all actives have a fitted effect of over 40% in size
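Luminescence read-out after 8 min at room temperature; enzyme reaction used luciferin plus 10 uM ATP (linear range) in imidazole buffer pH 7.2 with KCl, MgCl2, Tween 20 and BSA. Each sample was run as a titration.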
Tau filament bind – tau filament binding; hit rate 2% among 71,000; P10636; Potency, µM (highest dose often 57.1 µM), for the others: top-dose activity change, negative = inhibition; recombinant tau filaments, thioflavin S fluorescence, 15 h; filaments grown with octadecylsulfate alongside compound;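 further: potency means the concentration at half of the fitted maximal effect; on the % scale 0 is the no-effect control and ±100 the full control effect; actives lower thioflavin S fluorescence by blocking filaments or displacing dye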
Target sequence (P10636 whole entry, looked up): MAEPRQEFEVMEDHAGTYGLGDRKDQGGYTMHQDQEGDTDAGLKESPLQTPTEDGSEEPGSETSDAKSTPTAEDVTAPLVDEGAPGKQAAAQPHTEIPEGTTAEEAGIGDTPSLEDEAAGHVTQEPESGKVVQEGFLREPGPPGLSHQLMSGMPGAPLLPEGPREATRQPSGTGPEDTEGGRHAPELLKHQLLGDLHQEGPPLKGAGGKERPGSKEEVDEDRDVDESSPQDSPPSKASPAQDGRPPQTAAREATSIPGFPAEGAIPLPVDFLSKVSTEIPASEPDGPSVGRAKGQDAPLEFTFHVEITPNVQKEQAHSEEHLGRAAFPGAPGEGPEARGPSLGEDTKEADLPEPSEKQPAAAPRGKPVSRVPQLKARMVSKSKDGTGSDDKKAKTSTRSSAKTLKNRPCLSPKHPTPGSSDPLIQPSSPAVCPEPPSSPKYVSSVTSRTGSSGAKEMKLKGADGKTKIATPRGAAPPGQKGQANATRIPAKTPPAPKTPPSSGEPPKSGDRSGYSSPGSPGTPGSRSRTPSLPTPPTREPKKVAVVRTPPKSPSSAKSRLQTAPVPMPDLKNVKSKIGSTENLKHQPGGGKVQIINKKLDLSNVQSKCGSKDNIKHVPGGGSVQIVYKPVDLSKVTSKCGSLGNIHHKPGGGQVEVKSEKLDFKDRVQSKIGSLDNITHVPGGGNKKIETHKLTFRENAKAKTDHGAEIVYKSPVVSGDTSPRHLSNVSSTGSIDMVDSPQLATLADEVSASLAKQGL
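Assay mix: 1 uM His-tagged tau, 30 uM sodium octadecylsulfate, thioflavine S dye in HEPES/NaCl/DTT buffer. Compound is added prior to the inducer. Fluorescence after 15 h at 37 C.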
Hsp90 Hop PPI – changes Hsp90-Hop TPR2A binding signal, up or down; AlphaScreen TPR2A-His6 binding biotin-Hsp90 C-terminal peptide; Potency, µM (doses to about 57 µM), inactives show at the top dose activity change, negative = inhibition; hit rate 0.44% among 71,000; AID 595; active means well fitted curve in either direction with a large enough effect; inconclusive means small, poorly fitted or top-dose-only effect, or another doubt; further: potency means the concentration at half of the fitted maximal effect; on the % scale 0 is the no-effect control and ±100 the full control effect; many of its hits are not listed in these tables
HADH2 inhib – blocks human hydroxyacyl-CoA dehydrogenase type II | Q99714 | recombinant HADH2, NADH fluorescence, beta-hydroxybutyryl-CoA | Potency, µM (doses to about 57.1 µM), for the others: top-dose activity change, negative = inhibition, hits mostly inhibitors | hit rate 3.4% among 73,000; further: potency means the concentration at half of the fitted maximal effect; on the % scale 0 is the no-effect control and ±100 the full control effect; nearly all actives have a fitted effect of over 60% in size; many of its hits are not listed in these tables
Target sequence (Q99714 whole entry, looked up, one chain of several): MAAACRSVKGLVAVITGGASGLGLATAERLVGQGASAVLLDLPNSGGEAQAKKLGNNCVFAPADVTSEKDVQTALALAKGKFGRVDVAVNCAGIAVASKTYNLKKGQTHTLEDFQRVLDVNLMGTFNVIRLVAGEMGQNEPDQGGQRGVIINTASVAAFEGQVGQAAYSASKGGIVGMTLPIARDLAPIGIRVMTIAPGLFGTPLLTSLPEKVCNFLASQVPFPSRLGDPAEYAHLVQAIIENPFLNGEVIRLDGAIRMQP
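Buffer 100 mM Tris-HCl pH 9.0/0.01% Tween-20; HADH2 20 nM; NAD+ 1 mM; beta-hydroxybutyryl-CoA 90 uM (all final). 15 min cpd preincubation, RT.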
HBB splice mod – hemoglobin beta splicing modulation; HBB splicing reporter cell assay, activation; EGFP reporter with mutant IVS2-654 intron; response scale: normalised to 500 nM splice-correcting PNA; Potency, µM (top dose mostly 46.1 µM), for the others: top-dose activation, hits mostly activators; hit rate 0.06% among 65,000; AID 925; further: potency means the concentration at half of the fitted maximal effect; 0% is about no effect
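HeLa cells stably expressing EGFP interrupted by mutant beta-globin intron 2 (IVS2-654), 500/well in 2% FCS. Treated with compound for 2 days at 37C. Splicing correction scored as total well GFP intensity (488 nm excitation, 500-520 nm emission); 500 nM antisense PNA served as control.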
ALOX15 inhib – 15-hLO (ALOX15) enzyme inhibition; P16050; purified 15hLO-1, xylenol orange hydroperoxide absorbance; Potency, µM (series often up to 57.1 µM), inactives show at the highest dose activity change, negative = inhibition, usual class: inhibitors; hit rate 1.4% among 74,000; AID 887; further: potency means the concentration at half of the fitted maximal effect; on the % scale 0 is the no-effect control and ±100 the full control effect; nearly all actives have a fitted effect of over 55% in size
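Purified human 15hLO-1 (40 nM final) in 25 mM Hepes pH 7.5, 0.01% Triton X-100 was preincubated with compound 15 min at room temperature, then reacted 6 min with 50 uM arachidonic acid; hydroperoxide detected by Fe-XO, 573/405 nm absorbance ratio.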
Epigenetic mod – derepresses silenced GFP locus in mouse C127i cells | Potency, µM (titrated, usually from 46.1 µM), without a hit: at the top dose GFP derepression (activation) | mouse C127i GFP locus derepression, cytometry, 30 h | hit rate 0.09% among 68,000 | AID 597; further: % of control where 0% means no effect
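Derepression screen: silenced CMV-GFP reporter in murine C127i cells, 30 h compound incubation at 37 C, washed cells imaged by laser-scanning cytometer to enumerate GFP-expressing objects of 20 to 120 um.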
ERK AVP block – blocks ERK signaling stimulated by vasopressin. HEK293-V1b, vasopressin-stimulated pERK AlphaScreen. Potency, µM (titrated, usually from 57.5 µM), for the others: top-dose activity, negative = inhibition, actives largely listed as inhibitors. hit rate 0.99% among 72,000; further: potency means the concentration at half of the fitted maximal effect; on the % scale 0 is the no-effect control and ±100 the full control effect; nearly all actives have a fitted effect of over 55% in size
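qHTS, compounds titrated on V1b-expressing HEK293 cells. Preincubation 30 min at 37C, vasopressin 25 nM for 5 min, lysis 10 min, bead incubation 5 hr at room temperature.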
* marks the source's active call; other numbers are inactive results; i = inactive; ? = inconclusive; . = no result given; [ ] = another dose, or the depositor's remark. Unless noted, the call rests on the fitted dose curve; in most records, active means well fitted curve in the direction sought with a large enough effect; inconclusive means small, poorly fitted or top-dose-only effect, or another doubt; inactive means no such curve, though single readings can be large; an effect the other way counts as inactive or inconclusive. An excerpt; rates above refer to the full screens.

SMILES | UbGFP stabilizer | CRE Fsk mod | DNA Pol III inh | Luciferase inh | Tau filament bind | Hsp90 Hop PPI | HADH2 inhib | HBB splice mod | ALOX15 inhib | Epigenetic mod | ERK AVP block
CCCCCCC(=O)NCC(=O)OCC(=O)c1ccccc1 | 4% | 0% | -4% | 4% | 2% | -3% | 1% | . | 0% | 1% | -10%
CC(=O)N1c2c(cc(Br)cc2S(=O)(=O)NCC2COc3ccccc3O2)CC1C (centres undefined) | 17% | -10% | -5% | 1% | -2% | -3% | 5% | -0.7% | -3% | -2% | -26%
COc1ccc(C2(C(=O)NCC3CCCO3)CCOCC2)cc1 (centres undefined) | 1% | 2% | 7% | 3% | -9% | -7% | 9% | -1.1% | -4% | 0% | -1%
CC(C)c1nc(-c2c(N)n(C)c(=O)n(C)c2=O)sc1C(=O)C(C)(C)C | 1% | 2% | -1% | 10% | 6% | 0% | 1% | 0.0%[57.5 µM] | 6% | 2% | ?
COCCCNC(=O)CN(c1cccc(Cl)c1)S(C)(=O)=O | 5%[9.17 µM] | ? | 1%[11.4 µM] | 0% | 2%[11.4 µM] | -7%[11 µM] | 3%[11.4 µM] | -2.2%[0.0738 µM] | 9%[11.4 µM] | -3% | 10%
O=C(NCC1COc2ccccc2O1)c1ccc(NC(=O)C2CCCO2)cc1 (centres undefined) | 14% | -16% | 0% | 2% | -3% | 2% | 7% | -2.4% | -3% | -1% | 15%
COc1cccc(-c2noc(C3CCCN(C(=O)Cc4ccccc4)C3)n2)c1 (centres undefined) | 1% | -3% | 2% | 0% | -9% | 9% | 15% | 1.2% | -3% | -1% | -15%
CCN(CC)S(=O)(=O)c1cccc(-c2nnc(SC(C)C(=O)NCCC3=CCCCC3)o2)c1 (centres undefined) | 4% | -8% | -4% | 1% | 4% | 7% | 0% | -3.3% | -10% | 2% | 14%
CN1C=CC(=C2C(=O)c3ccccc3C2=O)C=C1 | -16% | 0% | 0% | 7.9µM* | 5% | -5% | -8% | -0.2% | -11% | -2% | -18%
Cc1ccc(C(=O)CSc2nnc(-c3ccco3)n2CC2CCCO2)cc1 (centres undefined) | 4% | ? | -6% | -3% | -19% | -2% | 0% | 2.9% | -14% | -2% | -14%
Cn1nc(-c2ccc(OCC(=O)Nc3cccnc3)cc2)c2ccccc2c1=O | -5% | ? | -2% | -2% | 5% | -5% | 8% | -0.6% | -3% | -4% | 32µM*
CCOC(=O)C1CCN(Cc2nc3ccccc3c(=O)n2-c2ccc(OCC)cc2)CC1 | 9% | ? | -4% | 0% | 1% | 2% | 6% | 3.3% | 7% | 0% | -19%
COc1ncc2nc(-c3ccc(Cl)cc3)c(=O)n(CCc3ccccc3)c2n1 | -4% | ? | 6% | 0%[11.4 µM] | 1% | -2% | 3% | -0.3% | -1% | 2%[9.22 µM] | 1%
COc1ccc(OC)c(S(=O)(=O)NCc2cn3c(C)csc3n2)c1 | 8% | -1% | -2% | 3% | -2% | -4% | -12% | 0.5% | 9% | . | .
CCc1nc(SCC(=O)NCc2ccco2)c2c(=O)n(C)c(=O)n(C)c2n1 | 19% | 10% | -7% | -5% | 20% | -5% | -17% | 1.1% | -10% | . | .
CS(=O)(=O)Nc1cccc(-c2nccc(-n3ccnc3)n2)c1 | -4% | ? | -13% | 0%[2.29 µM] | -12% | -13% | 16µM* | -0.5% | 20µM* | -1%[9.22 µM] | -18%
CC12CN(C(=O)c3ccccc3)C3(C#N)CC1CCC23C (centres undefined) | -9% | ? | 2% | 1% | -6% | -4% | 8% | 1.0% | 2% | 3% | -15%
CCCCn1c(SCc2cc(=O)[nH]c3ccccc23)nc2c1c(=O)n(C)c(=O)n2C | -3% | ? | 0% | 2% | -4% | -1% | 7% | -0.1%[57.5 µM] | 10% | 1% | 1%
COc1ccccc1NC(=O)c1ccccc1NS(=O)(=O)N1CCCC1 | -4% | 7% | -5% | 0% | -14% | 3% | -2% | -0.5% | 3% | 3% | -13%
O=C(C1CCCN(S(=O)(=O)c2cccc3nonc23)C1)N1CCC(Cc2ccccc2)CC1 (centres undefined) | -1% | -1% | 0% | 3% | 3.2µM* | -17% | 2% | -2.3% | ? | 0% | -18%
CCNc1ncc2nc(-c3cccs3)c(=O)n(Cc3cccs3)c2n1 | -3% | ? | -1% | 2%[11.4 µM] | i | -12% | 13% | 7.1% | -11% | 0%[9.22 µM] | 3%
Cc1[nH]c2ccccc2c1-c1nc2ccccc2[nH]1 | -18% | ? | -7% | ? | ? | -9% | ? | 0.2% | -19% | 2% | 14%
CC(=O)c1ccc(NC(=O)Cn2nc(C)cc2C)cc1 | 14% | -24% | -8% | -1% | -3% | -9% | -4% | -1.2% | 5% | 1% | 11%
CCC1C(=O)N=C(SCC(=O)Nc2cccc3ccccc23)NC1=O (centres undefined) | -6% | -14% | -5% | 1% | 4% | -4% | ? | -0.2%[57.5 µM] | 10% | -2% | 2%
Fc1ccc(Nc2ncncc2-c2ccoc2)cc1 | 4% | -13% | -5% | 1%[2.29 µM] | 17% | -3% | -11% | -1.7% | -5% | -1%[9.22 µM] | -27%
CCOC(=O)C1=C(N)n2c(s/c(=C\c3cccs3)c2=O)=C(C(=O)OCC)C1c1cccs1 (centres undefined) | -4% | ? | 3% | 0% | -16% | -10% | 7% | . | -7% | 0% | -27%
C1CCc2nnc(-c3nnc4n3CCCCC4)n2CC1 | -4% | 0% | -2% | -1% | 6% | 2% | 5% | 3.0% | 0% | -2% | -15%
Cc1cc(C)nc(/N=C2\NC(=O)CC3C(=O)NCCN23)n1 (centres undefined) | -3% | -1% | -2% | 3% | -14% | 1% | 0% | 1.1%[57.5 µM] | 10% | 8% | 5%
COc1ccc(C)cc1NC(=O)NCCC1=CCCCC1 | -1% | -10% | -2% | -3% | -15% | 0% | -5% | -1.0% | -10% | 0% | -36%
COc1cc(C2C3CN(C)CC=C3C(C#N)=C(N)C2(C#N)C#N)ccc1OC(C)C (centres undefined) | 4% | ? | -8% | -3% | i | ? | ? | -0.1% | 21% | 1% | 0%
CC1=C(C#N)C(c2ccc3ncccc3c2)C(C#N)=C(C)N1 | 4% | 17% | -7% | 2% | 7% | -3% | 3% | 0.0%[57.5 µM] | -13% | 5% | ?
CCOC(=O)CCCNC(=O)CN1C(=O)NC2(CCCCCC2)C1=O | -4% | -5% | -3% | 6% | 4% | 1% | -1% | -1.2% | -3% | -2% | 18%
O=C(CSC1=NCCS1)N1CCCCCC1 | 1% | 22% | -12% | -19% | -6% | -7% | -6% | -0.4%[57.5 µM] | 3% | 0% | 13%
CN1CC2(Cc3c1ccc1ccccc31)C(=O)OC(C)(C)OC2=O | -2% | 10% | -1% | 1% | -22% | -7% | 9% | -1.4% | -11% | 3% | -16%
Cn1c(N)c(C(=O)COC(=O)CCCc2c[nH]c3ccccc23)c(=O)n(C)c1=O | -4% | -5% | -1% | -9% | 2% | -1% | 6% | -0.2%[57.5 µM] | -10% | 0% | ?
CCOc1nc(C)ccc1-c1noc(-c2ccco2)n1 | 4% | ? | -3% | 2% | -4% | 3% | 2% | -1.4% | -12% | 0% | -17%
Nc1ncnc2c1ncn2CCNCCc1ccccc1 | 0% | -1% | -10% | 1% | -6% | -6% | 17% | 0.3% | 5% | 0% | -17%
